Compound activity: PubChem BioAssay, several laboratories
SKKanGAS inh: S. pyogenes SKKanGAS growth inhibitors in kanamycin, primary screen, streptokinase expression inhibitor project, SKKanGAS strain, BacTiter-Glo luminescence; 6 h; inhibition, % at 7.5 µM; 1.3% of 300,000 active; AID 1662, 2009;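 active = mean replicate score, as percent of positive control median, at least 50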;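 note: strain carries kanamycin resistance gene driven by streptokinase promoter and grows in 40 µg/ml kanamycin; loss of luminescence reflects streptokinase promoter inhibition or plain growth inhibition; 0% = median of DMSO wells and 100% = positive control at its reference dose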
ANO1 block: TMEM16A chloride channel inhibitors, primary screen, cell-based, HTS; Anoctamin-1 (Mus musculus), Q8BHY3; HEK293 TMEM16A/YFP iodide influx fluorescence, ionomycin; normalized B-score (activity score, 25-100; higher = stronger inhibition) at 10 µM; 1.2% of 310,000 active;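 active = ratio plate-corrected score three or more library SD toward inhibition, starting fluorescence score within five deviations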;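 note: score derived from kinetic fluorescence span divided by baseline fluorescence per well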
KCNQ1 block: inhibitors of human KCNQ1 channel, primary screen, cell-based, thallium flux, high-throughput | AID 2642, 2010 | CHO-K1 KCNQ1, FluxOR thallium flux fluorescence; active compounds read high | B-score at 10 µM | 1.3% of 310,000 active;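 active = compounds whose thallium flux B-score, printed positive for inhibition, exceeds three library SD while starting fluorescence stays within three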;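 note: channel opened by potassium depolarization with thallium stimulus after 20 min compound exposure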
Target sequence (P51787 whole entry, looked up): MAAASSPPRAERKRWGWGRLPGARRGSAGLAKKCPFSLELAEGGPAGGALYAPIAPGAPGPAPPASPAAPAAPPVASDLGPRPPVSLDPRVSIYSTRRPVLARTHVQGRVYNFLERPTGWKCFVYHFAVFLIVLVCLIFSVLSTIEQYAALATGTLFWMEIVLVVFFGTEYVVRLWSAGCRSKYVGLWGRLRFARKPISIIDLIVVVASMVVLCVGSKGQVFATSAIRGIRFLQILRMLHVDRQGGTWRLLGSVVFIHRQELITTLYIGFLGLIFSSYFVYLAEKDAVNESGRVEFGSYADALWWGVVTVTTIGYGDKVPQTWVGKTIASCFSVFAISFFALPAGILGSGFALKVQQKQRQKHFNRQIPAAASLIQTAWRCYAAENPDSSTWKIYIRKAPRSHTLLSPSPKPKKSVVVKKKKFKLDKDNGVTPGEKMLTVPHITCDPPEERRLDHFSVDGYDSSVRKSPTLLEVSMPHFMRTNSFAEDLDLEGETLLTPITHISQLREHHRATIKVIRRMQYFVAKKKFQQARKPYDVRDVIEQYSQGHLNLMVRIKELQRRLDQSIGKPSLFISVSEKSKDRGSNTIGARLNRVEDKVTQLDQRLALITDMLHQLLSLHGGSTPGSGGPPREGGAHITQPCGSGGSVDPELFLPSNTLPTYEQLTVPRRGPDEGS
HDAC3 inhib: HDAC3 deacetylase inhibitors, primary screen, biochemical, fluorescence, cell-free homogeneous | recombinant HDAC3, fluorogenic peptide/trypsin coupled | inhibition, % at 8.3 µM | 0.15% of 320,000 active; in the data active = inhibition above about 26%, passing the limit was not always enough
KCNK9 block: KCNK9 potassium channel inhibitors, primary screen, HEK293 cells, thallium flux. Potassium channel subfamily K member 9 (Homo sapiens), Q9NPC2. FluxOR thallium flux fluorescence; active compounds read low. B-score at 10 µM. 1.2% of 310,000 active. AID 488922, 2010;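 active = ratio B-score over 3 SD below the library mean, with starting fluorescence within 5 SD of its mean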;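 note: negative B-score means less thallium flux so channel inhibition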
Target sequence (Q9NPC2 whole entry, looked up): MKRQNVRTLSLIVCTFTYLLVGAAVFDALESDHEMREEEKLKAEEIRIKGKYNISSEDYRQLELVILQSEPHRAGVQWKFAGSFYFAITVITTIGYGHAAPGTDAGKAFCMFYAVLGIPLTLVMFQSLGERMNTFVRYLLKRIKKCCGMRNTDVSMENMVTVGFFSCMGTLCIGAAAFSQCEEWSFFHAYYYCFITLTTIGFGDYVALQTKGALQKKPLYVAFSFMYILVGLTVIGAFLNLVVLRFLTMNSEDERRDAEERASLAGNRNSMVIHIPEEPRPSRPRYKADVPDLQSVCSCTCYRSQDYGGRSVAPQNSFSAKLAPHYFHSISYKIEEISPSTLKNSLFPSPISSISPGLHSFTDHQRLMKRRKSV
KCNQ1 act: potentiators or activators of KCNQ1 channel, primary screen, cell-based, thallium flux, high-throughput; B-score at 10 µM; 0.35% of 310,000 active; CHO-K1 KCNQ1, thallium flux FluxOR fluorescence; active compounds read high; AID 2648, 2010;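 active = fluorescence ratio B-score, a plate-corrected score, at least three library SD, with initial intensity B-score within 5 SD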
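Doses: Single concentration per compound, DMSO matched to controls | Test system: KCNQ1-transfected CHO-K1 cells | Timing: 90 min dye loading and 20 min compound exposure, both at room temperature | Measured by: Kinetic FluxOR thallium fluorescence, 10-s 1-Hz baseline, 110-s post-stimulus read | Medium: Assay buffer with matched DMSO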
ANO1 activ: TMEM16A chloride channel activators or potentiators, primary screen, cell-based, HTS; Anoctamin-1 (Mus musculus), Q8BHY3; HEK293 TMEM16A/YFP-H148Q/I152L, iodide quench fluorescence; active compounds read low; B-score at 10 µM; 0.3% of 340,000 active; AID 623877, 2012;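 active = fluorescence-ratio B-score plate-corrected deviation score at least 3 library SD below zero, with starting fluorescence score within 5 deviations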;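 note: channel opened by trigger with iodide after compound preincubation; score built on the fluorescence ratio of max minus min over baseline; more negative score means more quench and so TMEM16A activation or potentiation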
hERG rescue: hERG rescue from dofetilide block, primary screen, cell-based, CHO-hERG, FluxOR thallium flux, dofetilide IC70. 0.51% of 310,000 active. activation (rescue from dofetilide block), less the hit threshold, % at 10 µM. Voltage-gated inwardly rectifying potassium channel KCNH2 (Homo sapiens), Q12809. AID 1511, 2009. dofetilide IC70 present;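 active = activation above the mean of controls blocked by dofetilide plus 5 SD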;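 note: thallium influx through hERG after potassium depolarization seen as dye fluorescence rise; in these data hits start at about 4.7%; inactives centre near -7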
RGS4 inh: RGS4 inhibitors, primary screen, cell-based, HEK293 M3R inducible RGS4, calcium flux. Regulator of G-protein signaling 4 (Homo sapiens), P49798. Fluo-4 calcium flux; active compounds read high; triggered by carbachol at its EC20. B-score at 10 µM. 0.45% of 310,000 active. AID 463165, 2010;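 active = B-score, a plate-corrected calcium signal, over three deviations above library mean, with baseline fluorescence within five deviations of library mean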;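 note: RGS4 expression induced by doxycycline in cells with stable M3 receptor; B-score is computed from the integrated fluorescence ratio over baseline after carbachol; higher B-score means a larger calcium signal and so more RGS4 inhibition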
KCNK3 block: human KCNK3 channel inhibitors, primary screen, CHO cells, FluxOR thallium flux, B-score. Potassium channel subfamily K member 3 (Homo sapiens), O14649. AID 602410, 2012. FluxOR fluorescence; active compounds read low. 0.84% of 340,000 active. B-score at 10 µM;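 active = B-score under library mean minus 4 SD, starting fluorescence ratio at most library mean plus 5 SD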;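 note: more negative B-score means stronger inhibition of thallium flux through KCNK3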
RGS4 act: RGS4 potentiators or activators, primary screen, cell-based, HEK293 M3R inducible RGS4, calcium flux. 0.92% of 310,000 active. carbachol calcium flux Fluo4; active compounds read low. B-score at 10 µM;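 active = B-score of the integrated calcium signal more than 4 SD below the library mean, with starting fluorescence not abnormally high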;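 note: negative B-score means reduced calcium response which marks RGS4 activation or potentiation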
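Reagent: ECmax carbachol challenge; Test system: M3R-expressing HEK293 line, RGS4 induced by doxycycline; Schedule: overnight RGS4 induction, 30 min dye load 37 °C, 20 min compound RT; Detection: calcium dye Fluo4 fluorescence; Read-out: Agonist-evoked peak-minus-minimum fluorescence over baseline, integrated ratio, B score.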
Starred values were filed as active, the others as inactive; i = inactive; / = not tested or not shown.

SMILES	SKKanGAS inh	ANO1 block	KCNQ1 block	HDAC3 inhib	KCNK9 block	KCNQ1 act	ANO1 activ	hERG rescue	RGS4 inh	KCNK3 block	RGS4 act
CC(C)(O)C#Cc1ccc(CN2CCCC(CO)(Cc3cccc(Cl)c3)C2)cc1 (stereo not given)	-4	i	i	1	i	i	i	-5	i	i	-9*
CCNC(=O)NC1c2ccccc2CSc2ccccc21 (stereo not given)	-5	i	i	-5	i	i	i	-3	i	i	i
CCOC(=O)c1ccccc1NC(=O)C=C(C)C	4	i	i	5	i	i	i	-5	i	i	i
COc1ccc2c(C(=O)c3ccc(C)cc3)n(CCCC(N)=O)[n+]([O-])c2c1	-1	i	i	6	i	i	i	-9	i	i	i
Nc1n[nH]c(N)c1N=Nc1cccc(C(F)(F)F)c1	8	i	i	3	i	i	i	-6	i	i	i
CCc1cc(C(=O)N/N=C/c2c(C)[nH]c3ccccc23)cs1	4	i	i	5	i	i	i	-8	i	i	i
Cc1cc(NC(=O)CSc2ccc(Cl)cc2)no1	0	i	i	0	i	i	i	-12	i	i	i
O=C(O)CCC(=O)Nc1ccc(S(=O)(=O)c2ccc(NC(=O)CCC(=O)O)cc2)cc1	3	i	i	-4	i	i	i	-6	i	i	i
CC1CCN(c2ccc(-c3ccc(NC(=O)c4ccco4)cc3)nn2)CC1	70*	i	i	-1	i	i	i	-10	i	i	i
CCN(CC)C(=O)C1CCCN(C(=O)Nc2ccc3nsnc3c2)C1 (stereo not given)	-1	i	i	-11	i	i	i	-6	i	i	i
CCCCSCCCNC(=O)C1CCC(CNS(=O)(=O)c2ccccc2)CC1 (stereo not given)	-3	i	i	-4	i	i	i	-2	i	i	i
Cc1cccc(NC(=O)c2cnc3sccn3c2=O)c1	3	i	i	3	i	i	i	-3	i	i	i
CCOC(=O)c1cc(=O)cc(C(=O)OCC)o1	-1	i	i	3	i	i	i	-11	i	i	i
CCCCCNC(=O)c1cccc(S(=O)(=O)N2CC3(C)CC2CC(C)(C)C3)c1 (stereo not given)	10	i	7*	2	i	i	i	-13	i	i	i
CC(NC(=O)CN1CCOCC1)c1ccc(F)cc1 (stereo not given)	-3	i	i	-7	i	i	i	-3	i	i	i
CCc1nnc(NC(=O)CSc2nnc(Cc3ccccc3)n2-c2ccc(OC)cc2)s1	-2	i	11*	-12	i	i	i	-8	i	i	i
CCn1cc(Br)c(C(=O)Nc2nccs2)n1	1	i	i	4	i	i	i	-3	i	i	i
CC(=O)Oc1cccc(N2C(=O)c3ccc(C(=O)Nc4c[nH]c(=O)[nH]c4=O)cc3C2=O)c1	5	i	i	-4	i	i	i	-6	i	i	i
COc1ccc(NC(=O)CSc2c3c(nc4ccccc24)CCC3)c(OC)c1	2	i	i	-11	i	i	i	-16	i	i	i
COc1cccc(OC)c1OCCNCC1COc2ccccc2O1 (stereo not given)	11	i	i	0	i	i	i	-6	i	i	i
Cc1ccc(C)c(NC(=O)CCc2nnc3ccc(N4CCCC4)nn23)c1	23	i	i	-1	i	i	i	-11	i	i	i
O=C(Cn1nnc(-c2ccc(Cl)cc2)n1)NCc1ccco1	-2	i	i	3	i	i	i	-2	i	i	i
Oc1ccccc1OCCOc1ccccc1OCCOc1ccccc1O	-1	i	i	/	i	i	i	-6	i	i	i
O=C(CN1C(=O)c2cccnc2Oc2ccc(Cl)cc21)Nc1ccc(F)cc1	6	i	i	4	i	i	i	-10	i	i	i
CCOCCCNC(=O)CCS(=O)(=O)Cc1ccc(C)cc1	7	i	i	0	i	i	i	1	i	i	i
Cc1cc(/C=C(\C#N)C(=O)Nc2ccc(Cl)cc2)c(C)n1-c1ccc(N2CCOCC2)c([N+](=O)[O-])c1	15	i	i	/	i	i	i	-5	i	i	i
Cc1ccccc1CN1C[C@@H]2C[C@@H](c3cnc(N4CCOCC4)s3)N3CCC[C@@]23C1=O	10	i	i	1	i	i	i	-5	i	i	i
CCCC(=O)c1ccc(N2CCN(S(=O)(=O)c3ccc(C)cc3)CC2)c(F)c1	-17	i	i	-1	i	i	i	-8	i	i	i
CCOC(=O)CN(C(=O)COc1nc(-c2ccccc2)cc(C)c1C#N)c1cccc(OC)c1	27	i	i	-4	i	i	i	-10	i	i	i
COc1ccc(N(C(=O)Cn2nnc3ccccc32)C(C(=O)NC(C)(C)C)c2ccc(OC)c(O)c2)cc1 (stereo not given)	0	i	i	1	i	i	i	-11	i	i	i
Cc1cc(C)nc(-n2nc(C)cc2NC(=O)CNCc2ccccc2)n1	-10	i	i	-2	i	i	i	-16	i	i	i
O=C(c1ccccc1F)N1CCN(c2ccc([N+](=O)[O-])c(N3CCOCC3)c2)CC1	-15	i	i	2	i	i	i	-19	i	i	i
CCOC(=O)CC(=O)NC(CC(=O)OC)c1ccc(Br)cc1 (stereo not given)	4	i	i	-7	i	i	i	-3	i	i	i
CCOc1ccc(CCNC(=O)COC(=O)Cc2ccc(F)cc2)cc1OCC	-12	i	i	0	i	i	i	-10	i	i	i
OCc1nc2ccccc2n1Cc1c(F)cccc1Cl	0	i	i	2	i	i	i	-11	i	i	i
CCOc1ccc(NC(=O)c2cccc(NC3=NC4CS(=O)(=O)CC4S3)c2)cc1 (stereo not given)	-1	i	i	0	i	i	i	-11	i	i	i
Cc1cc(OCCCCN2C(=O)NC(C)(C)C2=O)ccc1[N+](=O)[O-]	-11	25*	i	5	i	i	i	-20	i	i	i
COc1ccc(/C=C2\N=C(C)N(c3ccc4ccccc4c3)C2=O)cc1OC	8	i	i	-5	i	i	i	-9	i	i	i
COc1ccc2nc3ccccc3nc2c1NC(=O)c1ccccc1Cl	-4	i	i	1	i	i	i	-3	i	i	i
CC(=O)/C(=N\Nc1ccc(C)cc1)N1CCOCC1	0	i	i	-4	i	i	i	-9	i	i	i

Shown as a hit in KCNQ1 block (from the list above):
compound,KCNQ1 block,HDAC3 inhib,KCNK9 block,KCNQ1 act,ANO1 activ,RGS4 inh,KCNK3 block
CCCCCNC(=O)c1cccc(S(=O)(=O)N2CC3(C)CC2CC(C)(C)C3)c1 (stereo not given),7*,2,i,i,i,i,i
CCc1nnc(NC(=O)CSc2nnc(Cc3ccccc3)n2-c2ccc(OC)cc2)s1,11*,-12,i,i,i,i,i

The listing continues.
SMILES	SKKanGAS inh	ANO1 block	KCNQ1 block	HDAC3 inhib	KCNK9 block	KCNQ1 act	ANO1 activ	hERG rescue	RGS4 inh	KCNK3 block	RGS4 act
Cc1cc(C(=O)COC(=O)c2ccncc2)c(C)n1Cc1ccco1	-1	i	i	10	i	i	i	-8	i	i	i
CC1CN(C(=S)Nc2ccc(S(N)(=O)=O)cc2)CC(C)O1 (stereo not given)	1	i	i	7	i	i	i	-3	i	i	i
CCC1(C)N([O-])C(C)=C(c2ccccc2)[N+]1=O (stereo not given)	8	i	i	1	i	i	i	0	i	i	i
Cc1c(C)c2c(OCC(=O)O)cc3c(c2oc1=O)CCC(C)(C)O3	-3	i	i	-74	i	i	i	-3	i	i	i
CCN(CC)CCn1c(SCC(=O)NCCC2=CCCCC2)nc2c(sc3ccccc32)c1=O	4	i	i	-5	i	i	i	-17	i	i	i
CCN(CC)C(=O)CSc1nc(Cc2ccccc2)nc2ccccc12	5	i	i	-5	i	i	i	-6	i	i	i
Cc1ccc(-n2cc(S(=O)(=O)c3ccc(C)cc3)[nH]c2=O)cc1	-8	i	i	2	i	i	i	-4	i	i	i
Cc1cc(C)cc(OCC(=O)OCC(=O)c2cc(C)n(C3CC3)c2C)c1	19	i	i	0	i	i	i	-6	i	i	i
O=C(O)c1ccc(Nc2ncnc3scc(-c4ccccc4)c23)cc1	25	i	i	1	i	i	i	-1	i	i	i
CCOc1ccccc1NC(=O)Cn1nc(-c2ccco2)ccc1=O	-1	i	i	1	i	i	i	-10	i	i	i
Cc1ccc(SCC(=O)NCCSCc2ccccc2)cc1	-3	i	i	-7	i	i	i	-10	i	i	i
CC1(C)Cc2ccccc2C(N)=C1C#N	4	i	i	3	i	i	i	-7	i	i	i
COc1ccc(COc2ccccc2C(N)=O)cc1F	-7	i	i	11	i	i	i	-12	i	i	i
CN(C(=O)CN1C(=O)/C(=C/c2ccc(F)cc2)SC1=S)C1CCS(=O)(=O)C1 (stereo not given)	-2	i	i	1	i	i	i	-3	i	i	i
Cc1cc(C)c2c(-n3cccc3)nn(CC#N)c2n1	-2	i	i	0	i	i	i	-12	i	i	i
O=C(Nc1ccc(N2CCOCC2)cc1)c1ccc(COc2ccccc2)cc1	-2	i	i	-1	i	i	i	-11	i	i	i
CCCCCOc1ccc(Br)cc1/C(C)=N/NC1=NCCN1	3	i	i	2	-11*	i	i	-22	i	-11*	i
CCC(C)(C)C1CCc2[nH]nc(C(=O)NN)c2C1 (stereo not given)	0	i	i	-3	i	i	i	-7	i	i	i
O=C(c1ccc([N+](=O)[O-])cc1)N1CCN(C(=O)c2ccco2)CC1	-5	i	i	-8	i	i	i	-8	i	i	i
Cc1csc(=O)n1CC(=O)OCC(=O)N(CC(C)C)c1c(N)n(Cc2ccccc2)c(=O)[nH]c1=O	-8	i	i	-3	i	i	i	-10	i	i	i
COc1cccc(N(CC(=O)NC2CCCC2)C(=O)Cn2nnc(-c3ccc(C)o3)n2)c1	0	i	i	5	i	i	i	-8	i	i	i

Reformatted in CSV form: 2 of the compounds above
canonical_smiles,SKKanGAS inh,ANO1 block,KCNQ1 block,HDAC3 inhib,KCNK9 block,KCNQ1 act,ANO1 activ,hERG rescue,RGS4 inh,KCNK3 block,RGS4 act
Cc1ccccc1CN1C[C@@H]2C[C@@H](c3cnc(N4CCOCC4)s3)N3CCC[C@@]23C1=O,10,i,i,1,i,i,i,-5,i,i,i
COc1ccc(COc2ccccc2C(N)=O)cc1F,-7,i,i,11,i,i,i,-12,i,i,i
